MRP-1 activ: activators of MRP-1 | H69AR cells + doxorubicin, viability rescue, CellTiter-Glo | viability increase, % at 10 µM | hit rate 0.61% among 140,000 | AID 799;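 active = viability gain under doxorubicin at or above a set limit, the compound median plus 3 SD, cut at about 4.7% in these data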;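 note: MRP-1 overexpressing cells given doxorubicin 25 µM after compound pretreatment; 18-22 h compound pretreatment then 72 h with doxorubicin before readout; 0% = doxorubicin-only wells and 100% = vehicle-treated cells without doxorubicin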
Measles CPE: protection of cells from measles virus; AID 841; protection (pct of control), % at 4 µM; hit rate 1.5% among 140,000; Measles virus-infected cells, CPE protection, absorbance; in the data active = protection mostly above about 24%, no sharp cut-off; inactive = mostly below about 26%; note: some compounds called inactive have numbers as strong as hits
BB579 growth dn: yeast BB579 growth reduction in restrictive medium. S. cerevisiae BB579 growth, OD615, 48 h. inhibition, % at 10 µM. hit rate 0.51% among 140,000. AID 804;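 active = inhibition above a set limit, 3 SD over the mean compound inhibition, cut at about 44% in these data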; note: inactives centre near -24
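test system = yeast BB579 (DeaD) | buffer or medium = restrictive CSMM-D medium | doses = single compound dose of 10 µM, 0.25% DMSO final | times = 4 h preincubation and 48 h exposure at 30 °C | technique = culture absorbance at 615 nm | benchmarks = amphotericin B 10 µg/mL, positive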
GALR2 antag: blocks the human galanin receptor 2; AID 828; hit rate 0.39% among 140,000; inhibition, % at 4 µM; GALR2-expressing cells, antagonist mode; in the data active = inhibition above about 27%;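 note: cells stimulated with galanin 1-16 at roughly its EC80; 0% = agonist challenge control and 100% = basal control without agonist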
Target sequence (O43603 whole entry, looked up): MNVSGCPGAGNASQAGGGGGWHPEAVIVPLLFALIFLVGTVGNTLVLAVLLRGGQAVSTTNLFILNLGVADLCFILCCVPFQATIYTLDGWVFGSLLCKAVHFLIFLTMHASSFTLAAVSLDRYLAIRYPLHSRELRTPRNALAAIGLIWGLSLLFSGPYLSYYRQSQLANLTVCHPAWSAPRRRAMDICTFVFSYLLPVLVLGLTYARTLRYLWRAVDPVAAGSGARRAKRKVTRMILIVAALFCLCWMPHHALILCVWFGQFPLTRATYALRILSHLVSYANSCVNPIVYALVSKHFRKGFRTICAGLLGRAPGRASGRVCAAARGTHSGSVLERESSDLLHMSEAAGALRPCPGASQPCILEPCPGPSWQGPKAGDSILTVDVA
Yeast lifespan up: yeast lifespan extension; inhibition of the nicotinamide effect, % at 10 µM; S. cerevisiae growth with nicotinamide, OD615; deaD strain in restrictive glucose medium; hit rate 0.68% among 130,000;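 active = inhibition above a set limit, placed 3 SD over the median of all compounds, cut at about 26% in these data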;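 note: 0% = nicotinamide-treated wells and 100% = cells grown without nicotinamide; some compounds called inactive have numbers as strong as hits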
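System: DeaD-strain S. cerevisiae / Buffer or medium: CSMM-D, restrictive glucose (dextrose) synthetic minimal medium / Probe or stimulus: nicotinamide, 1.5 mM, co-present with compound / Compound: one concentration, 10 µM, DMSO 0.25% / Incubation: 48 h compound exposure at 30 °C, humidified / Technique: optical density (absorbance) at 615 nm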
bCat KO growth: beta-catenin-lacking colon tumor cell growth suppression; HCT116 beta-catenin knockout viability, CellTiter-Glo, 60 h; hits give low values; viability, % at 10 µM; hit rate 1.5% among 140,000;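 active = viability at or under a set limit, the compound median less 4 SD, cut at about 6% in these data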;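 note: 0% = Hyamine 1622 control at 20 µM and 100% = untreated cell control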
PTEN del growth: PTEN-deleted cell growth suppression; viability, % at 10 µM; HCT116 PTEN-null viability, CellTiter-Glo, 60 h; hits give low values; AID 827; hit rate 1.2% among 140,000;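 active = viability at or below a set limit, 4 SD under the median of all tested compounds, cut at about 3.7% in these data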;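 note: PTEN knockout HCT116 line with beta catenin targeted HCT116 as companion control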
E-sel TNF inh: TNF alpha driven E-selectin expression inhibition | inhibition, % at 2 µM | hit rate 0.71% among 120,000 | AID 1246 | HUVEC TNFa-induced E-selectin immunofluorescence, high content;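 active = inhibition above the batch mean plus 3 SD, and confirmed as a hit on visual image review, cut at about 43% in these data; inconclusive = passes the inhibition cutoff but fails visual image review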;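 note: 0% = TNF-stimulated DMSO wells and 100% = unstimulated control wells; not every result past the cut was called active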
NPY Y2 blocker: antagonists of human neuropeptide Y receptor Y2 | NPY-Y2 expressing cells, antagonist mode | inhibition, % at 2.7 µM | P49146 | AID 793 | hit rate 0.99% among 140,000; in the data active = inhibition above about 17%;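 note: 0% = vehicle with agonist challenge and 100% = reference antagonist with challenge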
Target sequence (P49146 whole entry, looked up): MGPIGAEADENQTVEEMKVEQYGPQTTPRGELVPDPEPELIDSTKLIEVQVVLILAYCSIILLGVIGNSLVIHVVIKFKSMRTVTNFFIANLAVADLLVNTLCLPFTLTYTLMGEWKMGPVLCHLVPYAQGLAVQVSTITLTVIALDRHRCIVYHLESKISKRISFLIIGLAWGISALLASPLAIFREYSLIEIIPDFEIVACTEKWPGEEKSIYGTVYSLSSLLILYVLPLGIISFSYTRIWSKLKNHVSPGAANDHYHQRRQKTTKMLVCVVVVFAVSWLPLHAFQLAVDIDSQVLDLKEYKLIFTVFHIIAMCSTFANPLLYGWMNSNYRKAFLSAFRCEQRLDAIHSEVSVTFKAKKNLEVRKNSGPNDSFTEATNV
Phagocytosis inh: blocks phagocytosis by macrophages; inhibition, % at 5 µM; hit rate 0.07% among 110,000; AID 1029; J774A.1 macrophage IgG-bead phagocytosis, imaging;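 active = inhibition above the mean of the plate negative controls plus 5 SD, cut at about 13% in these data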;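 note: phagocytic index as fraction of beads internalized from green versus red external bead signal; plate controls were DMSO negative control for no effect and cytochalasin-D positive control for full effect; some results beyond the cut were filed as inactive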
* marks the source's active call; other numbers are inactive results; ? = inconclusive; . = not tested or not shown; & = joins results of further samples.

SMILES | MRP-1 activ | Measles CPE | BB579 growth dn | GALR2 antag | Yeast lifespan up | bCat KO growth | PTEN del growth | E-sel TNF inh | NPY Y2 blocker | Phagocytosis inh
Cc1ccc(N2C(=O)CC(C3CCCO3)C2=O)cc1 (centres undefined) | -0.6 | 19 | -36 | -3 | -6 | 85 | 83 | 5 | 5 | -2
O=C(Nc1nc2ccccc2s1)c1cc(-c2ccco2)nc2ccccc12 | -1.4 | 2 | -20 | 0 | -4 | 100 | 98 | . | 37* | -9
CCC(CC)C(=O)N1c2ccc(F)cc2CCC1C (centres undefined) | -2.5 | 5 | -3 | 3 | 1 | 96 | 90 | -50 | -1 | 2
COc1ccc(OCCCC(=O)NC(C)c2ccccc2)cc1 (centres undefined) | -0.6 | 10 | -16 | 4 | -3 | 90 | 95 | -21 | 3 | -1
Cc1nc2nc(C)c(CCC(=O)N3CCN(c4ccccn4)CC3)c(C)n2n1 | -0.6 | 6 | -11 | 2 | 4 | 100 | 108 | 16 | -2 | 3
COc1ccc(C2=NOC(C(=O)N3CCN(c4ccccc4OC)CC3)C2)cc1 (centres undefined) | 2.2 | 14 | 18 | 8 | 3 | 96 | 82 | -7 | 4 | 0
COc1ccc(-c2cnnc(N/N=C/c3c(C)nn(-c4ccccc4)c3Cl)n2)cc1 | -4.6 | 1 | -59 | -2 | 2 | 4.7* | 2.9* | . | 2 | -4
Cc1ccc(S(=O)(=O)N2CCC(C(=O)OCC(=O)N3CC(=O)Nc4ccccc43)CC2)cc1 | -3.7 | 10 | -17 | -7 | -17 | 102 | 94 | 1 | 2 | 0
CC(C)(C)c1nnc2sc(SCC(=O)c3cccs3)nn2c1=O | -2.9 | 26 | -48 | 12 | -4 | 77 | 93 | 14 | 2 | -1
Cc1cc(C(=O)NCc2cccs2)n(-c2ccccc2)n1 | -0.9 | 5 | -20 | 18 | -2 | 103 | 101 | 3 | 4 | 0
Cc1c(Cl)cccc1N(CC(=O)O)S(C)(=O)=O | 0.5 | 6 | -30 | 0 | 3 | 104 | 96 | 3 | 6 | -2
COc1cc(OC)cc(C(=O)Nn2cc(C(=O)N3CCN(C)CC3)c3ccccc3c2=O)c1 | -0.6 | 4 | -38 | -14 | -11 | 93 | 108 | 7 | 3 | 0
CC(C)CC(=O)N(c1ccc(F)cc1)C1C=CS(=O)(=O)C1 (centres undefined) | -0.2 | 16 | 2 | 1 | -17 | 101 | 86 | 40 | -1 | 0
Cc1ccc(C(=O)Nc2nc(=O)n(C(=O)c3ccccc3Cl)s2)cc1 | 1.6 | 17 | -23 | -5 | 7 | 93 | 97 | 12 | 8 | 3
CCc1cccc2c(C#N)cn(CC(=O)NCCOC)c12 | -1.2 | 3 | -16 | 1 | -15 | 84 | 101 | -13 | -4 | -2
Cn1nnc2cc(C(=O)NCCC3=CCCCC3)ccc21 | 1.3 | 2 | -18 | 8 | -22 | 91 | 96 | 5 | 0 | 0
CC(=O)NC1=NN(C(C)=O)C(c2cccs2)S1 (centres undefined) | -3.6 | 5 | -21 | 12 | . | 83 | 94 | -33 | 2 | .
CCC(=O)Nc1ccccc1Sc1ncnc2scc(-c3ccccc3)c12 | -2.5 | 13 | -33 | -2 | 62* | 81 | 76 | . | 8 | -4
Cc1ccc(CSCC(=O)N2CCN(Cc3ccc4c(c3)OCO4)CC2)cc1 | 2.0 | 2 | -49 | -1 | . | 100 | 100 | 9 | 8 | .
CCCNC(=O)c1c[nH]c2ccc(S(=O)(=O)N(C)c3ccc(OCC)cc3)cc2c1=O | -2.3 | 12 | 3 | -5 | -4 | 53 | 52 | -10 | 1 | 0
CCCN(CCC)CCCNC(=O)CC1Nc2ccccc2NC1=O (centres undefined) | -3.2 | 7 | -7 | 15 | -24 | 80 | 84 | 6 | 1 | -2
CC(C)(C)c1nc2c(Br)cc(Br)cc2c(=O)o1 | -0.2 | 3 | -59 | -1 | 5 | 86 | 96 | 2 | 3 | -4
CCOc1ccc(N=Nc2c(=O)[nH]n3c(=O)cc(C)[nH]c23)cc1 | 1.1 | 18 | 4 | -3 | -15 | 76 | 72 | -7 | 2 | .
CC(C)CC(=O)Nc1nnn(C)n1 | 0.9 | 4 | -41 | -3 | 0 | 101 | 104 | 1 | 1 | 0
COc1ccccc1N/C(N)=N/c1nc(CSc2ccc(C)cc2)cc(=O)[nH]1 | -3.7 | 5 | -26 | -11 | -8 | 72 | 63 | 2 | 7 | 0
CCOC(=O)C1CCC(CN(Cc2ccccc2C)S(=O)(=O)c2ccc([N+](=O)[O-])cc2)CC1 (centres undefined) | -3.0 | 19 | -60 | 10 | 10 | 71 | 64 | 3 | -1 | -2
O=C(NCCS(=O)CCNC(=O)C(F)(F)F)C(F)(F)F | -0.1 | 8 | -5 | 2 | -5 | 99 | 102 | . | 1 | -3
O=C(NCC(c1cccnc1)N1CCN(c2ccccc2F)CC1)C1CCCCC1 (centres undefined) | -0.9 | 22 | -1 | -11 | -3 | 82 | 88 | 6 | 1 | 0
O=C1CC(c2ccc(S(=O)(=O)NCc3ccncc3)cc2)CN1 (centres undefined) | -0.3 | 18 | -50 | 7 | -4 | 97 | 85 | . | 0 | 0
Cc1ccc(S(=O)(=O)Nc2ccccc2C(=O)OC(C)C(=O)Nc2ccc3ccccc3c2)cc1[N+](=O)[O-] (centres undefined) | -2.1 | 7 | 1 | -1 | 1 | 86 | 89 | -2 | -2 | 4
Cc1ccc(S(=O)(=O)NC2=NCN(CCc3ccccc3)CN2)cc1 | -1.4 | 12 | -23 | -6 | -6 | 76 | 85 | . | -1 | 1
Cc1cccc2c(=O)cc(C)n(CC(=O)N3CCCCC3)c12 | -2.7 | 6 | -14 | 4 | 15 | 95 | 92 | -28 | 2 | -1
CCCC(=O)Nc1nnc(CC(=O)N2CCCC2)s1 | -2.3 | 49 | -16 | -1 | -19 | 92 | 93 | -36 | 2 | 0
Cc1ccc(Cl)c(OCC(=O)Nc2ccc3c(c2)OCCO3)c1 | -1.0 | 5 | -4 | -4 | -23 | 85 | 87 | -30 | 5 | 0
O=C(CNC(=O)/C=C/c1ccccc1)N=Nc1c(O)n(Cc2ccccc2)c2ccccc12 | -3.2 | 10 | -39 | 4 | -3 | 90 | 83 | . | 9 | -10
COC(=O)C1=NN(c2ccccc2OC)C2C(=O)N(c3ccccc3OC)C(=O)C12 (centres undefined) | -0.1 | 12 | 4 | 5 | -7 | 89 | 101 | . | 1 | -12
COc1ccccc1-n1cnc2cc(NC(C)=O)ccc21 | -0.4 | 7 | 4 | 6 | -7 | 94 | 96 | -26 | 2 | -4
Cc1c(C)[n+](=O)c2c(n1[O-])CCCCC2 | -0.3 | 5 | -47 | -4 | -5 | 95 | 105 | -14 | 2 | 1
COc1ccc(C2=NCN(c3ccc(C)cc3)C(=S)N2)cc1 | -0.8 | 12 | -5 | 0 | -11 | 93 | 94 | -4 | 2 | -2
COc1ccc(CNC(=O)NC2CCCCC2)cc1 | -3.0 | 3 | 6 | -9 | -8 | 99 | 103 | 2 | 0 | -1
CCOc1ccc(C(=O)NCC(=O)OC(C)C(=O)NCc2ccco2)cc1OCC (centres undefined) | -1.1 | 10 | -21 | -5 | -13 | 91 | 95 | 26 | -2 | 0
O=C(CC(C(=O)O)C1CCCO1)NCCc1ccc2c(c1)OCO2 (centres undefined) | 1.8 | 11 | -37 | -3 | 0 | 103 | 103 | . | 3 | -1
Cc1nc2scc(-c3cccs3)c2c(=O)o1 | -0.5 | 4 | 19 | 2 | 23 | 90 | 96&97 | 12 | 7 | 0
CCCOC(=O)/C(C)=N\NC(=O)c1ccco1 | 1.0 | 2 | -4 | 10 | -10 | 108 | 95 | -16 | 2 | 0
CCCCN(C)C(=O)CCCc1c[nH]c2ccccc12 | -2.0 | 8 | 4 | 2 | . | 96 | 91 | 25 | 5 | .
Cc1ccc2cc3c(NC(=O)c4ccco4)nn(CC(C)C)c3nc2c1 | -2.9 | 10 | -39 | -14 | 31 | 76 | 87 | . | 2 | -1
CCc1ccc(C(=O)COC(=O)c2cccs2)cc1 | 0.5 | 7 | -10 | -7 | -18 | 103 | 111 | 3 | 5 | -1
CC(=O)Nc1ccc(-c2cc(-c3ccccc3)nc(-c3ccccc3)n2)cc1 | -1.2 | 11 | -10 | -10 | 1 | 90 | 79 | . | 0 | -11
Cc1cc(NS(=O)(=O)c2ccc(Nc3nc(-c4sc(C)nc4C)cs3)cc2)no1 | -0.5 | 13 | -25 | -5 | -15 | 101 | 92 | 7 | 4 | 2
N=c1c(C(=O)NCc2ccccc2)cc2c(=O)n3ccccc3nc2n1Cc1ccco1 | -4.0 | 16 | -17 | -5 | 15 | 11 | 16 | -8 | 23* | -1
Cn1c2ccccc2c2c(C(=O)N3CCN(c4ccc(F)cc4)CC3)cn(C3CCCC3)c(=O)c21 | -5.5 | 7 | -43 | -6 | 11 | 41 | 30 | 9 | 3 | -2
CN(C)CCCO/N=C(\c1ccccc1)c1ccncc1 | 1.7 | 5 | -6 | -2 | 2 | 98 | 97 | . | 1 | .
Cc1ccc(-n2ncc3c(=O)n(CC(=O)N4CCCCCC4)cnc32)cc1 | -1.5 | 5 | -43 | -12 | -22 | 77 | 84 | ? | -1 | -4
CCOC(=O)C(C)Sc1nnc(NC(=O)c2cccc([N+](=O)[O-])c2C)s1 (centres undefined) | -2.5 | 15 | -16 | 4 | 0 | 90 | 79 | 4 | 1 | -3
CCc1c(O)nc(SCC(N)=O)n(-c2ccccc2F)c1=O | -0.7 | 17 | -25 | -2 | -10 | 83 | 83 | 0 | -1 | 1
Cc1ccc(N2NC(=O)/C(=C\c3cc4c(cc3[N+](=O)[O-])OCO4)C2=O)cc1C | -4.6 | 16 | -46 | -1 | 49* | 39 | 44 | 11 | 2 | .
CCOC(=O)Cc1nnc(NC(=O)c2ncn[nH]2)s1 | -1.0 | 9 | -4 | 5 | -21 | 95 | 89 | 16 | 3 | 0
C=CCOC(=O)COc1ccc2c(C)c(C)c(=O)oc2c1 | -0.1 | 5 | -41 | 8 | -23 | 112 | 98 | -53 | 3 | 1
CC(Oc1ccccc1)C(=O)N1CCCc2ccccc21 (centres undefined) | -1.2 | 9 | -20 | 3 | -4 | 93 | 85 | -26 | -1 | .
O=C(Nc1ccc2c(c1)OCO2)C1CC(c2ccccc2Cl)=NO1 (centres undefined) | -2.2 | 26 | -32 | -2 | -6 | 96 | 101 | 6 | 2 | -2

One compound at a time, as listed above. Order of values: MRP-1 activ | Measles CPE | BB579 growth dn | GALR2 antag | Yeast lifespan up | bCat KO growth | PTEN del growth | E-sel TNF inh | NPY Y2 blocker | Phagocytosis inh
Cn1c2ccccc2c2c(C(=O)N3CCN(c4ccc(F)cc4)CC3)cn(C3CCCC3)c(=O)c21 is listed with -5.5 | 7 | -43 | -6 | 11 | 41 | 30 | 9 | 3 | -2
CC(=O)Nc1ccc(-c2cc(-c3ccccc3)nc(-c3ccccc3)n2)cc1 is listed with -1.2 | 11 | -10 | -10 | 1 | 90 | 79 | . | 0 | -11
